Screening data: PubChem, National Center for Advancing Translational Sciences (NCATS)
IMPase cell inh: membrane-permeable compound that blocks inositol monophosphatase | P97697 | CHO-M1 cells, IP1 accumulation, HTRF TR-FRET ratio | inhibition (IP1 accumulation), % at 46.1 µM | 120,000 tested, under 10 active; active = well fitted curve in the direction sought with a large enough effect in the signal ratio, not every such curve was filed as active; inconclusive = small, poorly fitted or top-dose-only effect, or a change in a side signal; inactive = no such curve, though single readings can be large or run the other way; the % refers to the signal ratio;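 note: cells stimulated with carbachol in lithium chloride buffer; plate controls were DMSO basal wells for no effect and reference inhibitor wells for full effect; higher means more IMPase inhibition seen as more IP1 and lower FRET ratio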
Target sequence (P97697 whole entry, looked up): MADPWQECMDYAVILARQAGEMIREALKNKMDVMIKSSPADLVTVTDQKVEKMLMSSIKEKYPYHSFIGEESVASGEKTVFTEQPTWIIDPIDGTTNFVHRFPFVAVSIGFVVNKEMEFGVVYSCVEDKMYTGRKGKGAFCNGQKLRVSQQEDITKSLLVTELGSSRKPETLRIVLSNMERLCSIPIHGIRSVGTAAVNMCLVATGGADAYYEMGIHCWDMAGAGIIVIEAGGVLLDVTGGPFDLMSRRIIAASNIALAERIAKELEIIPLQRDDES
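CHO-M1 cells (CHO stably expressing M1 receptor), compound up to 46 uM final, stimulated with carbachol (50 uM as added) in buffer with 50mM LiCl, pH 7.4, 30 min at 37C. Cytosolic IP1 read by TR-FRET; AC50 from Hill fits.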
ALOX12 inhib: 12-hLO (ALOX12) enzyme inhibition. Potency, µM (titrated, usually from 57.1 µM), for the others: at the top dose activity change, negative = inhibition, usual class: inhibitors. purified 12-hLO, xylenol orange hydroperoxide absorbance. P18054. AID 1452. 150,000 compounds, 0.12% hits; note: potency is the fitted concentration of half-maximal effect; nearly all actives have a fitted effect of over 55% in size; many of its hits are not listed in these tables
Target sequence (P18054 whole entry, looked up): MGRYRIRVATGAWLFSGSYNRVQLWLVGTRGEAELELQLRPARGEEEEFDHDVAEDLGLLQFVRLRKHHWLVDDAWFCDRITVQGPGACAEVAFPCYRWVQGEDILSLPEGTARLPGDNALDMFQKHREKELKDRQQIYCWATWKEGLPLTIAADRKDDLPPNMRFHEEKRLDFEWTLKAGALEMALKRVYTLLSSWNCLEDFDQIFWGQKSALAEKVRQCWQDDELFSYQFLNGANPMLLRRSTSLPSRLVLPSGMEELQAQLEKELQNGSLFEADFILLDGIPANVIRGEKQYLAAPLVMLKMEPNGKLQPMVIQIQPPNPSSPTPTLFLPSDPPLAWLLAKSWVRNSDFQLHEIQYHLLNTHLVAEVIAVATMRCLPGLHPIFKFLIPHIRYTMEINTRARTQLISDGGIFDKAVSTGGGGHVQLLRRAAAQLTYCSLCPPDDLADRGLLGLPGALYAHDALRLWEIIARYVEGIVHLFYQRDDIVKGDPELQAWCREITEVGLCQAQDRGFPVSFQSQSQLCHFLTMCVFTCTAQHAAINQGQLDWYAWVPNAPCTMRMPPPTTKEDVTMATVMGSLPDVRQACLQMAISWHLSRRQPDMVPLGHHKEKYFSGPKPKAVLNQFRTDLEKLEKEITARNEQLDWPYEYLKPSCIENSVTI
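Purified human 12hLO (150 nM final) was preincubated with compounds for 15 min at room temperature in 25 mM Hepes pH 7.0, 0.01% Triton X-100, then reacted with 40 uM arachidonic acid for 30 min. Hydroperoxide was detected with ferrous iron/xylenol orange.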
ALOX15B inhib: inhibitors of human 15-lipoxygenase 2 (ALOX15B); purified 15hLO-2, xylenol orange hydroperoxide absorbance; Potency, µM (doses to about 57.1 µM), for inactives: top-dose activity change, negative = inhibition, usual class: inhibitors; 110,000 compounds, 0.56% hits; note: potency is the fitted concentration of half-maximal effect; nearly all actives have a fitted effect of over 60% in size; many of its hits are not listed in these tables
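Purified human 15hLO-2 (50 nM final) preincubated with compounds 15 min at room temperature in 25 mM Hepes pH 7.5, 0.01% Triton X-100, then 45 uM arachidonic acid added for 90 min; hydroperoxide detected via ferrous/xylenol orange, 573/405 nm absorbance ratio.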
PNC inhibitor: perinucleolar compartment assembly inhibition. PC3M PTB-GFP, PNC prevalence imaging, 16 h; active compounds read low. activity change (PNC), negative = inhibition, % at 10 µM. 140,000 compounds, 3.1% hits;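 active = readout at or below -70, meaning at least 70% loss of cells showing the perinucleolar compartment, a nuclear body marking cancer cells; inconclusive = readout between -30 and a set limit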;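 note: plate controls were DMSO wells for no effect and camptothecin positive control wells for full effect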
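Compounds are pinned in duplicate onto adhered PC3M cells stably expressing GFP-tagged PTB and incubated 16 h at 37 C. Cells are then fixed, nuclei stained with Hoechst, and PNC-positive cells counted.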
Active calls of the source: *; ? = inconclusive; nt = not tested or not shown; & = joins results of further samples; [ ] = remark or other dose. Unless noted, calls come from the whole dose curve; as a rule, active = well fitted curve in the direction sought with a large enough effect; inconclusive = small, poorly fitted or top-dose-only effect, or another doubt; inactive = no such curve, though single readings can be large; an effect the other way counts as inactive or inconclusive. Unless noted, % is set by controls: 0 for no effect and ±100 for the full control effect.

SMILES	IMPase cell inh	ALOX12 inhib	ALOX15B inhib	PNC inhibitor
O=C(c1ccc(F)cc1)N1CCN=C1c1ccccc1	nt	-1%	nt	-96*
Cc1ccc(CNc2nc3ccccc3n3cnnc23)cc1	1	2%	-1%	21
Cc1cc(C)n2nc(C(=O)NCc3ccccc3)cc2n1	2	-5%	-4%	39
CCN(CC(=O)NC1CCCCC1)S(=O)(=O)c1ccc(Cl)cc1	-7[1.84 µM]	1%	6%[11.4 µM]	-10
CCCCN1C(=O)/C(=C/C=C2\N(C)c3ccccc3C2(C)C)SC1=S	-7	-11%	?	17
CCOc1ccc(/C=C2/SC(=S)N(n3c(C)ccc3C)C2=O)cc1	8	-5%	-15%	?
O=C(COc1ccc([N+](=O)[O-])cc1)Nc1ccc(C(=O)NCc2cccnc2)cc1	-9	7%	-4%	34
C1=CC2CC1CC2CN1CCN(Cc2ccccc2)CC1 (stereo unspecified)	12	-6%	19%	26
CC(C)c1ccc2occ(-c3nn[nH]n3)c(=O)c2c1	nt	-3%	nt	29
Cc1nc2c(C(=O)NCc3ccccc3Cl)c[nH]n2c(=O)c1Cl	16[1.84 µM]	-2%	5%[11.4 µM]	-29
COc1ccc(C(c2nnnn2Cc2cccs2)N2CCN(c3ccccc3F)CC2)cc1 (stereo unspecified)	15	-4%	5%	?
CC(=O)Nc1c(S(=O)(=O)c2ccccc2)c2nc3ccccc3nc2n1Cc1ccccc1	-7	0%	-17%	-6
Cc1ccc2occ(CN3CCN(Cc4ccccc4)CC3)c(=O)c2c1	10	0%	31%[activator]	52
CC1=C(C#N)C(NC(=O)c2ccc(Cl)cc2)(C(F)(F)F)C(=O)N1 (stereo unspecified)	nt	1%	nt	?
Cc1ccc(-n2ncc(-c3nnc(SCC(=O)NC4CCCC4)o3)c2N)cc1C	12	-5%	5%	-29
Cc1ccc(OCCCSc2ncccn2)cc1C	nt	2%	nt	-25
CCOc1ccc(NC2=C(Cl)C(=O)N(C3CCCCC3)C2=O)cc1	nt	2%	nt	?
Cc1cc(OC2CCCCC2)nc(-c2ccccc2O)n1	-3	0%	13%	-11
O=C(CCN1CCN(CC(=O)Nc2ccccc2F)CC1)Nc1ccccc1F	-2	-3%	3%	?
CCCOc1ccc(Cc2c(Cl)nc(SC)nc2OC)cc1	0	4%	nt	23
CC/C(=N\NC(=O)c1c[nH]c2ccccc12)c1cccs1	nt	3%	nt	-9
CC1CCc2nc3ccccc3c(C(=O)OCC(=O)N3CCc4ccccc43)c2C1 (stereo unspecified)	nt	2%	nt	30
COc1c(Cl)cc(C(=O)Nc2ccc(Cl)cn2)cc1Cl	-8	-6%	-7%	-30
Nc1nc2c(c3c1c(=O)oc1ccccc13)CCCCC2	-2	1%	3%	-16
CCn1c(Cc2ccccc2)nnc1SCC(=O)Nc1nccs1	17	-2%	1%	27
COC(=O)/C(=N/Nc1ccccc1C)Sc1nnc(C(O)c2ccccc2)n1-c1ccccc1 (stereo unspecified)	nt	-3%	nt	-7
CN(C)c1cccc(NC(=O)Cc2ccc(F)cc2)c1	5	-7%	-10%	-21
C=CCc1ccc(OCCCCCN2CCOCC2)c(OC)c1	6	2%	29%	?
O=C(CSc1nc2cc3ccccc3cc2[nH]1)Nc1ccc(F)cc1	-12&4	-10%	7%	21
COC(=O)c1c(S(N)(=O)=O)c2ccccc2n1C	-3	-3%	2%	32
NCCc1nnc(SCc2ccccc2F)o1	-5	5%	9%	62
Cc1ccccc1NC(=O)Cc1ccccc1	20	3%	nt	?
Cc1cc(NC(=O)/C=C/c2ccccc2Cl)no1	nt	1%	nt	29
O=C(CNC(=O)c1ccco1)OCc1cccc(Cl)c1	-13	-8%	-11%	33
Cc1cccc(-c2noc(CCC(=O)NCC3CCCO3)n2)c1 (stereo unspecified)	13	1%	-2%	15
CS(=O)(=O)Nc1cccc(-c2nc(N3CCNCC3)c3ccccc3n2)c1	nt	7%	45%[activator]	nt
COc1ccc(C2CC(c3cccs3)=NN2C(=O)c2ccc(Br)o2)cc1 (stereo unspecified)	nt	7%	nt	?
Cc1cc(=O)oc2c1ccc1oc(/C(=N/O)c3ccccc3)c(C)c12	22	-3%	?	38
Cc1ccccc1N1CCN(C(=O)C2CCCCC2)CC1	14	-9%	-6%	31
O=C(NCc1cccnc1)C1CCN(C(=O)c2ccc(Cl)cc2Cl)CC1	-3	0%	1%	13
CC(C)N(C(=O)c1ccccc1-c1ccccc1)C(C)C	1	4%	-5%	-29
CC(=O)c1cnc2cc(-c3ccc(Cl)cc3)nn2c1C	0	-2%	10%	-19
CCOC(=O)c1ccc(CSc2ncn[nH]2)o1	5	0%	10%	-20
N#Cc1ccccc1Cn1c(=O)n(-c2ccc(CC(=O)NCc3ccco3)cc2)c(=O)c2sccc21	2	1%	-4%	-5
CSCC[C@H](NC(=O)CCn1nnc2ccccc2c1=O)C(=O)O	6	1%	-3%	49
Cc1nn(C(C)C(=O)NCc2ccccc2)c(C)c1[N+](=O)[O-] (stereo unspecified)	-4	-3%	8%	75
CNC(=O)[C@H](C)[C@H]1C[C@]1(C)[C@H](NC(=O)OCc1ccccc1)c1ccccc1	nt	-2%	14%	nt
Cc1ccc(C)n1NC(=O)c1ccc(O)cc1	7	2%	-1%	?
O=C(CSc1ccccc1)Nc1ccc(N2CCN(c3ccccc3)CC2)c(F)c1	2	2%	-8%	40
CCOC(=O)N1CCN(C(=O)CSCC(=O)Nc2nc(-c3ccccc3)cs2)CC1	-3	0%	nt	78

No new results follow: an excerpt of the list.
SMILES	IMPase cell inh	ALOX12 inhib	ALOX15B inhib	PNC inhibitor
Cc1ccccc1NC(=O)Cc1ccccc1	20	3%	nt	?
Cc1cc(NC(=O)/C=C/c2ccccc2Cl)no1	nt	1%	nt	29
O=C(CNC(=O)c1ccco1)OCc1cccc(Cl)c1	-13	-8%	-11%	33
Cc1cccc(-c2noc(CCC(=O)NCC3CCCO3)n2)c1 (stereo unspecified)	13	1%	-2%	15
CS(=O)(=O)Nc1cccc(-c2nc(N3CCNCC3)c3ccccc3n2)c1	nt	7%	45%[activator]	nt
COc1ccc(C2CC(c3cccs3)=NN2C(=O)c2ccc(Br)o2)cc1 (stereo unspecified)	nt	7%	nt	?
Cc1cc(=O)oc2c1ccc1oc(/C(=N/O)c3ccccc3)c(C)c12	22	-3%	?	38
Cc1ccccc1N1CCN(C(=O)C2CCCCC2)CC1	14	-9%	-6%	31
O=C(NCc1cccnc1)C1CCN(C(=O)c2ccc(Cl)cc2Cl)CC1	-3	0%	1%	13
CC(C)N(C(=O)c1ccccc1-c1ccccc1)C(C)C	1	4%	-5%	-29
CC(=O)c1cnc2cc(-c3ccc(Cl)cc3)nn2c1C	0	-2%	10%	-19
CCOC(=O)c1ccc(CSc2ncn[nH]2)o1	5	0%	10%	-20
N#Cc1ccccc1Cn1c(=O)n(-c2ccc(CC(=O)NCc3ccco3)cc2)c(=O)c2sccc21	2	1%	-4%	-5
CSCC[C@H](NC(=O)CCn1nnc2ccccc2c1=O)C(=O)O	6	1%	-3%	49
Cc1nn(C(C)C(=O)NCc2ccccc2)c(C)c1[N+](=O)[O-] (stereo unspecified)	-4	-3%	8%	75
CNC(=O)[C@H](C)[C@H]1C[C@]1(C)[C@H](NC(=O)OCc1ccccc1)c1ccccc1	nt	-2%	14%	nt

More results follow.
SMILES	IMPase cell inh	ALOX12 inhib	ALOX15B inhib	PNC inhibitor
CN(C)c1ccc(C(=O)OCC(=O)c2cccs2)cc1	nt	-3%	nt	-113*
COc1cc(C(=O)Oc2ccccc2N)cc(OC)c1OC	-3	3%	-6%	39
CC1CC(C)CN(C(=O)CSc2nnc(-c3ccc(Cl)s3)o2)C1 (stereo unspecified)	-3	-2%	nt	34
O=[N+]([O-])c1ccc2nc(SCc3cn4cc(Cl)ccc4n3)[nH]c2c1	8	-2%	nt	?
FC(F)(F)c1nc(N2CCN(c3ccccc3)CC2)nc2c1CCCCC2	8	1%	22%	?
Cc1csc(NC(=O)Cc2ccccc2[N+](=O)[O-])n1	nt	1%	nt	28
O=C(NC1CC1)C1CCN(Cc2cnn(-c3ccccc3)c2-n2cccc2)CC1	4	1%	8%	-10
COc1ccccc1[C@@H]1C(c2cccc(Cl)c2)=NN(c2ccc(Br)cc2)[C@H]1C(=O)N1CCOC1=O	nt	-1%[0.00818 µM]	-8%[0.0915 µM]	?
CCCCSc1nc2c(c(=O)n1CC)SC(C)C2 (stereo unspecified)	11	-7%	-12%	?
Clc1ccc2c(c1)C(C1=NCCN1)c1ccccc1CS2 (stereo unspecified)	nt	1%	nt	?

3 compounds already listed, arranged by their value in ALOX12 inhib, largest number first:
SMILES	IMPase cell inh	ALOX12 inhib	ALOX15B inhib	PNC inhibitor
COc1cc(C(=O)Oc2ccccc2N)cc(OC)c1OC	-3	3%	-6%	39
CC1CC(C)CN(C(=O)CSc2nnc(-c3ccc(Cl)s3)o2)C1 (stereo unspecified)	-3	-2%	nt	34
CCCCSc1nc2c(c(=O)n1CC)SC(C)C2 (stereo unspecified)	11	-7%	-12%	?

Following part
SMILES	IMPase cell inh	ALOX12 inhib	ALOX15B inhib	PNC inhibitor
O=C(NCN1C(=O)C2C3C=CC(C3)C2C1=O)Nc1ccccn1 (stereo unspecified)	-6	14%	nt	266
COc1ccc(COC(=O)Nc2cc3c(C(F)(F)F)nn(C)c3s2)cc1	-19	-20%	-18%	?
Cc1cc(F)ccc1S(=O)(=O)Nc1ncnc2scc(-c3ccc(F)cc3)c12	nt	1%	nt	-13
Cc1cccc(NC(=S)Nc2ccc(N3CCOCC3)cc2)c1C	9	-6%	nt	-25
CCOC(=O)c1c(NC(=O)C2CCN(S(=O)(=O)c3cccs3)CC2)sc(C)c1C	-8	0%	-1%	29
COc1ccc(NC(=O)Cn2nnc(-c3ccccc3NC(=O)c3ccco3)n2)cc1	18	0%	?	-23
CN(c1ccccc1C(=O)NCC1CCCO1)S(C)(=O)=O (stereo unspecified)	11[1.84 µM]	4%	3%[11.4 µM]	?
CN1c2ccccc2C(O)=C(C(=S)Nc2ccccc2)S1(=O)=O	11	1%	-17%	12
ClC/C=C/CCl	nt	-2%	-4%	nt
CCOC(=O)C1CCCN(c2c(NCCN(CC)c3ccccc3)c(=O)c2=O)C1 (stereo unspecified)	0	2%	0%	7
Cc1ccc(Nc2ncccc2C(=O)O)cc1C	10	0%	-12%	-16
CCN(CC)CCNc1nc2cc(OC)c(OC)cc2c2nc(-c3ccccc3)nn12	-5	6%	24%	8
COc1ccccc1C(=O)Nc1ccc(C(=O)N2CCCC2)cc1	4	2%	-8%	?
[O-][N+]1(CC[N+]2([O-])CCCCC2)CCCCC1	nt	0%[11.4 µM]	-1%[11.4 µM]	nt
COC(=O)c1c(C(=O)OC)c2cc(C(=O)c3ccccc3)ccn2c1Cl	-2	1%	nt	453
Cc1cc([N+](=O)[O-])ccc1NC(=O)/C=C/c1cccs1	-5	-6%	nt	-112*
Cc1nn(-c2ccccn2)c2c1C(c1ccccn1)C1=C(CCCC1=O)N2 (stereo unspecified)	2	7%	3%	-4
CC1(C)CCCC2=C1CC1C(=O)N(O)C(=O)C1C2 (stereo unspecified)	-12	-4%	-1%	-26
Cc1cc(O)c(C=O)c2c1C(=O)Oc1c(COC(=O)/C=C/C(=O)O)c(O)c(C(=O)O)c(C)c1O2	nt	?	3%	nt

Taken from above:
`CCCOc1ccc(Cc2c(Cl)nc(SC)nc2OC)cc1` @ IMPase cell inh: 0
`COc1ccccc1[C@@H]1C(c2cccc(Cl)c2)=NN(c2ccc(Br)cc2)[C@H]1C(=O)N1CCOC1=O` @ ALOX15B inhib: -8%[0.0915 µM]
`[O-][N+]1(CC[N+]2([O-])CCCCC2)CCCCC1` @ ALOX15B inhib: -1%[11.4 µM]
`CCCCSc1nc2c(c(=O)n1CC)SC(C)C2` (stereo unspecified) @ IMPase cell inh: 11
